Lipid storage S3: qHTS Assay for Lipid Storage Modulators in Drosophila S3 Cells; Drosophila S3 cells, BODIPY lipid droplet fluorescence, 18-24 h; cells fed with added oleic acid; Potency in µM for hits, for the others lipid storage change, negative = inhibition, % at the top dose, mostly 46.1 µM; 320,000 tested, 0.64% active; AID 2685; active = well fitted inhibition curve with a large enough effect in the signal ratio, with a control signal flat, not every such curve was filed as active; inconclusive = small, poorly fitted or top-dose-only effect, or effect the other way, or a change in a side signal; the % refers to the signal ratio
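Laser-scanning cytometry quantifies lipid droplet accumulation (500–530 nm total intensity; droplet/cell object ratio) in oleic acid-fed (400 uM added) Drosophila S3 cells treated with a concentration series. 20 uM Triacsin C defined 100% inhibition.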
Lipid storage S3 cell count max: also measured in Lipid storage S3; calls as there; cell number change, %; measured here: cell count max response;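 cells counted by Cell Tracker Red CMTPX staining in the red channel; peak over a dose series mostly up to 46.1 µM; percent activity relative to internal control wells on each plate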
Active calls of the source: *; i = inactive; ? = inconclusive; / = not tested or not shown. % is set by controls: 0 for no effect and ±100 for the full control effect; potency is the fitted concentration of half-maximal effect.

The line under a structure holds: Lipid storage S3	Lipid storage S3 cell count max
- COC(=O)c1ccc(-n2nnnc2SCC(=O)N2CCCCC2)cc1
→ -4%	-30
- CN1CCN(c2ccc(Cl)cc2NC(=O)c2ccc(S(=O)(=O)N(C)C)cc2)CC1
→ ?	/
- OCCNCc1cc(Br)ccc1OCc1ccc(F)cc1
→ -27%	-1
- Cc1ccc(N(Cc2ccc(C(=O)NCCSc3ccccn3)cc2)S(C)(=O)=O)cc1C
→ -14%	-6
- C=CCNC(=O)c1ccccc1NC(=O)COc1ccc(OC)cc1
→ 8%	15
- COc1ccc(Cl)cc1C1=CC(=O)C[C@H](c2ccc(F)cc2)C1
→ ?	/
- CN(C)CC(C)(C)CNC(=O)C1CCN(CCCc2ccccc2)CC1
→ i	-1
- C#CCN(Cc1ccccc1)S(=O)(=O)C=C
→ ?	/
- O=C(NN1C(=O)c2ccccc2NC1c1ccco1)c1ccc(Br)cc1 (stereo not given)
→ 2%	-1
- CCOCc1c(C(=O)OCC(=O)/C(C#N)=C(\C)N)oc2ccccc12
→ ?	/

Three structures already listed, sorted by length of the SMILES, smallest number first:
The line under a structure holds: Lipid storage S3	Lipid storage S3 cell count max
- C#CCN(Cc1ccccc1)S(=O)(=O)C=C
→ ?	/
- CN(C)CC(C)(C)CNC(=O)C1CCN(CCCc2ccccc2)CC1
→ i	-1
- CCOCc1c(C(=O)OCC(=O)/C(C#N)=C(\C)N)oc2ccccc12
→ ?	/

Continued:
The line under a structure holds: Lipid storage S3	Lipid storage S3 cell count max
- CN(C)S(=O)(=O)c1ccc(NC(=O)c2ccncc2)cc1
→ -10%	4
- COc1ccc(F)cc1S(=O)(=O)NC(Cc1ccccc1)C(N)=O (stereo not given)
→ ?	/
- Cc1nn(-c2ccccc2)c2ncc(C(=O)c3cc(Cl)ccc3O)cc12
→ ?	/
- CC1CCN(C(=O)CSc2nc3c(c(=O)n2C)SCC3)CC1
→ ?	/
- Cc1c(C(=O)Nc2cccc([N+](=O)[O-])c2)csc1-c1ccccc1
→ ?	/
- Cc1ccc(Nc2nnc(SCc3nc4ccccc4c(=O)[nH]3)s2)cc1
→ ?	/
- COC(=O)C1CCN(S(=O)(=O)c2ccc(NC(C)=O)cc2)CC1
→ ?	/
- Cc1c(NC(=O)COC(=O)c2ccc(Br)o2)c(=O)n(-c2ccccc2)n1C
→ ?	/
- O=c1[nH]c(CN2CCc3ccccc3C2)nc2ccccc12
→ ?	/
- CCOC(=O)c1c(C)n(C)c2cc(Br)c(C(=O)OC)cc12
→ i	/

More compounds follow:
The line under a structure holds: Lipid storage S3	Lipid storage S3 cell count max
- COc1ccccc1NC(=O)c1csc2c1CCC(C)C2 (stereo not given)
→ -12%	-10
- Cc1cccc(-c2c3c(=O)n(C)c(=O)n(C)c3cn2C(C)(C)C)c1
→ 28%	-2
- CCCCN(C(=O)c1cnc2n(c1=O)CCS2)c1ccccc1
→ ?	/
- COc1cc(C(=O)Nc2ccccc2N2CCN(S(C)(=O)=O)CC2)cc(OC)c1OC
→ ?	/
- CC1(C)NC(C(=O)O)Cc2c1[nH]c1ccccc21 (stereo not given)
→ -1%	-3
- CC1CCCN(c2ccc([N+](=O)[O-])s2)C1 (stereo not given)
→ -4%	-5
- CCOC(=O)CNC(=O)C1CCN(S(=O)(=O)c2ccc(-c3nn[nH]n3)cc2)CC1
→ ?	/
- CC(C)COc1ccc(C/C(N)=N/n2cnnc2)cc1
→ 21µM*	-24*
- O=C(CCCCC(=O)N1CCOCCOCCOCC1)OCc1ccccc1
→ -21%	0
- CCOc1ccc(C(=O)Nc2ccccc2N2CCN(C(=O)c3ccccc3)CC2)cc1[N+](=O)[O-]
→ ?	/

No new results follow: entries from further up.
The line under a structure holds: Lipid storage S3	Lipid storage S3 cell count max
- COC(=O)c1ccc(-n2nnnc2SCC(=O)N2CCCCC2)cc1
→ -4%	-30
- CN1CCN(c2ccc(Cl)cc2NC(=O)c2ccc(S(=O)(=O)N(C)C)cc2)CC1
→ ?	/
- OCCNCc1cc(Br)ccc1OCc1ccc(F)cc1
→ -27%	-1
- Cc1ccc(N(Cc2ccc(C(=O)NCCSc3ccccn3)cc2)S(C)(=O)=O)cc1C
→ -14%	-6
- C=CCNC(=O)c1ccccc1NC(=O)COc1ccc(OC)cc1
→ 8%	15
- COc1ccc(Cl)cc1C1=CC(=O)C[C@H](c2ccc(F)cc2)C1
→ ?	/
- CN(C)CC(C)(C)CNC(=O)C1CCN(CCCc2ccccc2)CC1
→ i	-1

More entries.
The line under a structure holds: Lipid storage S3	Lipid storage S3 cell count max
- O=C(NC1c2ccccc2-c2ccccc21)N1CCOCC1
→ -4%	1
- Cc1csc(NC(=O)c2ccncc2)n1
→ 14%	0
- CCc1nnc(NC(=O)Nc2ccc(OC)cc2)s1
→ ?	/
- NNC(=S)NCc1cccnc1
→ i	24
- O=c1cc(O)nc2n1CCCS2
→ -9%	-12
- COc1ccc(C(=O)NCc2nnc(SCC(=O)N3CCCCC3)o2)cc1
→ ?	/
- O=C(CN1CCN(c2ncc(C(F)(F)F)cc2Cl)CC1)N1CCN(c2ncc(C(F)(F)F)cc2Cl)CC1
→ ?	/
- CC(=O)/C=N/Nc1ccccc1
→ 8%	-3
- O=C(Nc1ccc(Cl)cc1F)C1CC1
→ ?	/
- CCCN1CCC(NC(=O)Nc2ccc([N+](=O)[O-])cc2)CC1
→ ?	/

The listing continues:
The line under a structure holds: Lipid storage S3	Lipid storage S3 cell count max
- O=C(CNC(=O)c1ccco1)N/N=C/c1ccc(O)c([N+](=O)[O-])c1
→ 7%	-4
- Cc1oc2c(c1C(=O)NC(Cc1c[nH]c3ccccc13)C(=O)O)CCCC2 (stereo not given)
→ 6%	18
- COc1cc(NC(=O)C2CCCN(S(=O)(=O)c3ccc4[nH]c(=O)ccc4c3)C2)cc(OC)c1 (stereo not given)
→ ?	/
- CC(C)(C)OC(=O)CNC(=O)c1[nH]cnc1C(=O)N[C@@H](CCCCNC(=O)OC(C)(C)C)C(=O)OC(C)(C)C
→ ?	/
- CCc1cc(=O)[nH]c(SCc2cccc3ccccc23)n1
→ ?	/
- CC1(C(=O)N2CC3(CC(c4cccc(NC(=O)COc5ccc(Cl)cc5)c4)=NO3)C[C@@H]2C(N)=O)CC1 (stereo not given in full)
→ -2%	-4
- O=c1c2cc(Cl)ccc2nc(-c2ccccc2Cl)n1O
→ 12%	-16
- Nc1cc([N+](=O)[O-])cc2oc(-c3ccccc3)cc12
→ ?	/
- N/C(Cc1cccs1)=N\OC(=O)COc1ccc(Cl)cc1Cl
→ i	/
- CC(C(=O)NC(C)(C)C)N(C(=O)CS(=O)CC(=O)Nc1ccc(F)cc1)c1ccccc1F (stereo not given)
→ 1%	1

Remaining list, next part:
The line under a structure holds: Lipid storage S3	Lipid storage S3 cell count max
- Clc1ccc(/C=N/N2CCCCC2)cc1
→ -12%	-9
- COc1cc2sc(NC(=O)c3ccco3)nc2cc1Cl
→ 3%	16
- COc1ccc(OC)c(CNC(=O)Cn2nc(C)c3c(C)n(-c4ccc(C)cc4)nc3c2=O)c1
→ i	16
- CCn1c2ccccc2c2cc(NC(=O)C(C)Oc3ccccc3)ccc21 (stereo not given)
→ -12%	-4
- CCc1ccc(C(=O)N2CCN(c3ccc(NC(=O)c4ccco4)cc3)CC2)cc1
→ ?	/
- Cc1c(N=Cc2nc3ccccc3[nH]2)c(=O)n(-c2ccccc2)n1C
→ ?	/
- Cc1ncc(CN2CCC(C(=O)Nc3ccc(-n4cccn4)cc3)CC2)s1
→ ?	/
- COc1ccccc1-n1nc(C(=O)O)c2ccccc2c1=O
→ ?	/
- COc1ccc(Br)cc1S(=O)(=O)N1CCCc2ccccc21
→ 8%	1
- Cc1nc(CN2CCN(C(=O)CCc3nnc(Cc4c[nH]c5ccccc45)o3)CC2)cs1
→ 1%	-4

New compounds follow:
The line under a structure holds: Lipid storage S3	Lipid storage S3 cell count max
- CC(C)NC(=O)c1onc(CSc2ccc(C(C)C)cc2)c1C(=O)O
→ -9%	-9
- C=CCOc1cccc(C(=O)Nc2ncn[nH]2)c1
→ ?	/
- O=C(O)Cc1ccc2oc(-c3cccnc3)nc2c1
→ ?	/
- CCOC(=O)/C=C/[C@H]1Cc2ccccc2CO1
→ ?	/
- Cc1nc2c(C#N)c[nH]n2c(=O)c1Cc1ccccc1
→ -7%	-12
- Cc1onc(-c2c(F)cccc2Cl)c1C(=O)OCc1cnc(Cl)s1
→ ?	/
- Cc1ccc(-c2csc3ncnc(Oc4cccc5ccc(C)nc45)c23)cc1
→ 1%	-10
- CCOc1ccc(N2CC(=O)N/C2=N\c2nc(C)cc(C)n2)cc1
→ 20%	-19
- COC(=O)c1cn(CC(=O)N2C(C)CCCC2C)c2ccccc12 (stereo not given)
→ 1%	10
- COc1ccc(N2CCN(C(=O)c3c(-c4c(F)cccc4Cl)noc3C)CC2)cc1
→ ?	/

Next section:
The line under a structure holds: Lipid storage S3	Lipid storage S3 cell count max
- O=C1CCCC2=C1C(c1ccc(Cl)cc1)N1C(=O)CCSC1=N2 (stereo not given)
→ 1%	-16
- COc1ccc(NCc2nnc(SCCN3CCCCC3)n2-c2ccc(C)cc2)cc1
→ -2%	24
- COc1cc(NC(=O)CCNC(=O)Cn2cnc3ccccc3c2=O)cc(OC)c1OC
→ ?	/
- S=C(Nc1ccccc1Cl)N1CCN(c2ccccn2)CC1
→ 3%	6
- CCOc1ccc(N(CC(=O)NCCOc2ccccc2OC)S(=O)(=O)c2ccccc2)cc1
→ i	/
- COc1ccc2nc(N3CCC(C)CC3)c(C#N)cc2c1
→ i	/
- O=c1oc2ccc(C#CC3(O)CCCCC3)cc2cc1-n1cc(-c2ccsc2)nn1
→ i	6
- O=C(Nc1ccc2ccccc2n1)c1ccccc1Br
→ ?	/
- CC(C)(Oc1ccc(Cl)cc1)C(=O)NNC(=O)c1ccc(Br)o1
→ ?	/
- O=C(Nc1ccccc1)C1C(c2ccccc2)C1(Cl)Cl (stereo not given)
→ -7%	-2

Remaining list, next part.
mol	Lipid storage S3	Lipid storage S3 cell count max
Oc1ccc(-c2[nH]ncc2-c2cccc3cccnc23)c(O)c1	?	/
CCCCCCCC(=O)NNC(=O)CC(=O)Nc1ccccc1C(=O)O	12%	4
COC(=O)c1ccc(NC(=O)c2ccc[n+]([O-])c2)cc1	?	/
Cc1[nH]c(C)c(S(=O)(=O)N2CCN(c3ccc(Cl)cc3)CC2)c1C(=O)N1CCCC1	?	/
COc1cccc(CSc2nnc(-c3ccncc3)n2N)c1	16%	11
C=CCSc1ncnc2c1oc1nc3c(cc12)COC(C)(C)C3	0%	/
N#Cc1ccc(OCc2nnc(SCC(=O)c3ccccc3)n2-c2ccccc2)cc1	0%	-1
Cc1ccc(NC(=O)Nc2ccccc2C#N)c(Cl)c1	16%	1
CCOc1ccc(S(=O)(=O)n2cc(F)c(=O)[nH]c2=O)cc1	-5%	8
CCCNC(=O)c1onc(CSc2ccc(Cl)cc2)c1C(=O)NCC1CC1	i	-24
COc1ccccc1N1CCN(CC(=O)Nc2ccc(-n3cnnn3)cc2)CC1	7%	-16
Cc1n[nH]c(=S)c2nn(-c3ccccc3F)c(C)c12	i	/
CSc1nnc2c(n1)OC(c1ccccn1)N(C(C)=O)c1ccccc1-2 (stereo not given)	?	/
Nc1nc(NCC2CCCO2)nc(Nc2cccc(Cl)c2)c1[N+](=O)[O-] (stereo not given)	7%	8
CCNS(=O)(=O)c1ccc(NC(=O)c2c(-c3ccccc3)noc2C)cc1	i	/
O=C(NNC(=S)Nc1cccc(C(F)(F)F)c1)c1ccc(Cl)cc1Cl	?	/
Cc1ccc(S(=O)(=O)N(C)C)cc1NC(=O)COc1cccc(-n2cnnn2)c1	?	/
CCn1c(CCNS(=O)(=O)c2ccccc2Br)nnc1SC	?	/
COc1cc(/C=N\NC(=O)c2ccccc2F)ccc1Oc1ccc([N+](=O)[O-])cn1	?	/
COC(=O)c1sccc1NC(=O)c1ccc(OC)cc1	?	/
O=[N+]([O-])c1ccc(N2CCc3ccccc3C2)cc1	?	/
CCOc1cc(C(=O)NC(C)c2ccncc2)cc(OCC)c1OCC (stereo not given)	10%	-1
CCn1c(COC(=O)CNC(=O)c2ccccc2F)nc2cc(S(=O)(=O)N(C)C)ccc21	?	/
COc1ccccc1NS(=O)(=O)c1cccc(C(=O)NCC(c2ccco2)N2CCCCC2)c1 (stereo not given)	11%	4
CC1CCN(c2ccccc2NC(=O)c2ccc(N3CCOCC3)c([N+](=O)[O-])c2)CC1	?	/

Additional compounds:
mol	Lipid storage S3	Lipid storage S3 cell count max
CCN(CC)c1ccc(/C=N/N2CCN(Cc3ccccc3)CC2)cc1	?	/
COc1ccc(-c2nc(CN3CCC(C(=O)N4CCOCC4)CC3)c(C)o2)c(OC)c1	?	/
COc1ccc(OC)c(S(=O)(=O)Nc2ccc(C)c(C)c2)c1	?	/
COc1ccc(S(=O)(=O)NCCSCc2ccco2)cc1Cl	i	18
CC(C)N(Cc1ccccc1)C(=O)COC(=O)c1cnccn1	?	/
CCCN1CCc2c(sc(NC(=S)NC(=O)c3ccccc3)c2C#N)C1	-2%	4
Cc1cccc(OCc2nnc(SCC(=O)N3c4ccccc4CCc4ccccc43)o2)c1	-18%	4
Cc1cc(/C=C(\C#N)C(=O)Nc2ccc(Cl)cc2)c(C)n1-c1ccc(N2CCOCC2)c([N+](=O)[O-])c1	?	/
CCOCCCNC(=O)CCS(=O)(=O)Cc1ccc(C)cc1	-4%	7
O=C(CN1C(=O)c2cccnc2Oc2ccc(Cl)cc21)Nc1ccc(F)cc1	?	/
CCCC(=O)c1ccc(N2CCN(S(=O)(=O)c3ccc(C)cc3)CC2)c(F)c1	?	/
Cc1ccccc1CN1C[C@@H]2C[C@@H](c3cnc(N4CCOCC4)s3)N3CCC[C@@]23C1=O	-17%	3
O=C(c1ccccc1F)N1CCN(c2ccc([N+](=O)[O-])c(N3CCOCC3)c2)CC1	1%	-9

Source: PubChem

These rows are one share of the data (hit frequency here may not be typical).
